# Assay outcomes: PubChem BioAssay, National Center for Advancing Translational Sciences (NCATS)
# Tb PFK block = T. brucei PFK enzyme inhibition; AID 485367; 330,000 compounds, 0.17% hits; Potency, µM (doses to about 57.5 µM), for inactives: top-dose activity, negative = inhibition, usual class: inhibitors; T. brucei PFK, ADP-Glo luminescence; O15648;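 also: potency is read from the fitted curve at half-maximal effect; 0% = uninhibited 1x PFK enzyme wells and -100% = no-enzyme wells; nearly all actives have a fitted effect of over 60% in size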
#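 Compounds were pin-transferred as a titration series up to 57 uM into substrate buffer (0.5 mM F6P, 0.1 mM ATP, pH 8.0), then 1.25 nM PFK was added and reactions ran 45 min before ADP-Glo detection.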
# Eya2 phos inh = blocks the phosphatase activity of human Eya2. recombinant Eya2, OMFP fluorescence dephosphorylation (OMFP is methylfluorescein phosphate). Potency, µM (highest dose often 76.9 µM), for the others: at the top dose activity, negative = inhibition, actives largely listed as inhibitors. AID 488837. 330,000 compounds, 0.006% hits. O00167; also: potency is read from the fitted curve at half-maximal effect; % is scaled to controls: 0 for no effect and ±100 for the full control effect
#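 Eya2 protein (added as 0.2 uM solution) was preincubated with compound for 10 min at ambient temperature in 50 mM HEPES pH 7.5, 50 mM NaCl, 5 uM MgCl2, 0.05% BSA, 1 mM DTT. OMFP (added at 50 uM) then reacted 10 min; fluorescence read at 485/525 nm.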
# Mito fusion act = blocks mitochondrial division or promotes mitochondrial fusion | S. cerevisiae fusion-defective mutant growth rescue, CellTiterGlo 48 h | Potency, µM (series often up to 46.1 µM), without a hit: at the top dose growth rescue (activation), hits mostly activators | 320,000 compounds, 0.23% hits | AID 485298;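 also: potency is read from the fitted curve at half-maximal effect; % of control where 0% means no effect; nearly all actives have a fitted effect of over 45% in size; temperature-sensitive fusion mutants such as fzo1-1 at 37 °C on non-fermentable ethanol glycerol medium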
#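 Read-out: ATP-based luminescence (CellTiterGlo, 10 min ambient) reporting growth of fusion-defective ts yeast after 48 hours at 37C on glycerol/ethanol YPEG medium in the presence of compound.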
# PTAP TSG101 blk = blocks PTAP/TSG101 interaction to inhibit HIV-1 budding. Q99816. Fluorescence polarization, FITC-PTAP peptide / Tsg101 binding. 340,000 tested, under 10 active. Potency, µM (highest dose often 115 µM), without a hit: at the top dose activity change, negative = inhibition, actives largely listed as inhibitors; active = well fitted inhibition curve with a large enough effect in the main read-out, with a control signal flat, not every such curve was filed as active; inconclusive = small, poorly fitted or top-dose-only effect, or effect the other way, or a change in a side signal; inactive = no such curve, though single readings can be large or run the other way; also: potency is read from the fitted curve at half-maximal effect; % of control where 0% means no effect
#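 Fluorescence anisotropy tracks displacement of a FITC-tagged PTAP peptide (50 nM) from the Tsg101 binding domain (10 uM), following a 20 min room-temperature incubation at pH 7.5.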
# a7 integrin act = activates integrin-mediated alleviation for muscular dystrophy; alpha7betagal myoblasts, beta-gal FDG fluorescence, 48 h; Potency, µM (series often up to 38.3 µM), for inactives: at the highest dose activation, hits mostly activators; 350,000 compounds, 0.064% hits; AID 624291;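 also: potency is read from the fitted curve at half-maximal effect; 100% = response of the positive control SU9516; nearly all actives have a fitted effect of over 60% in size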
#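 Alpha7betagal+/- myoblasts (passage 13) were plated 16-24 hr, then exposed to compounds (1:260 dilution of DMSO stock) for 48 hours at 37C. After MPER lysis, β-galactosidase reporter activity was read as FDG fluorescence (ex 480/em 540) after 30 minutes.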
# TCR act = activators of T cell receptors. primary human leukocytes, anti-CD3, IL-2 HTRF, 48 h. Potency, µM (highest dose often 9.22 µM), without a hit: top-dose activation of IL-2 secretion, actives largely listed as activators. 330,000 tested, under 10 active. AID 504894; also: % of control where 0% means no effect
#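 Primary human leukocytes receive a-CD3 beads and test compound and are incubated 48 hr. Secreted IL-2 is then assayed by HTRF, measuring 665nm acceptor emission after 320nm excitation of the europium donor.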
# ELG1 repair inh = blocks ELG1-dependent DNA repair in HEK293T cells | HEK293T ELG1-luciferase reporter, luminescence, 16 h; DNA damage induced by 5-fluorouridine | Potency, µM (series often up to 46.1 µM), for inactives: at the highest dose activity change, negative = inhibition, hits mostly inhibitors | 330,000 compounds, 2.3% hits; also: potency is read from the fitted curve at half-maximal effect; % is scaled to controls: 0 for no effect and ±100 for the full control effect; nearly all actives have a fitted effect of over 55% in size
#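 Reporter activity after DNA damage by 5-fluorouridine is monitored. Compound-treated cells incubate 16 hr at 37 °C, then ONE-Glo is added for 30 min before luminescence reading.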
# S-ASM inh = human S-ASM enzyme inhibition | P17405 | placental ASM, HMU-PC fluorogenic substrate, 60 min | Potency, µM (doses to about 57.5 µM), for inactives: at the top dose activity change, negative = inhibition, actives largely listed as inhibitors | 340,000 compounds, 0.006% hits | AID 504937; also: potency is read from the fitted curve at half-maximal effect
#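 qHTS format. ASM enzyme prepared from human placenta hydrolyses the fluorogenic substrate HMU-PC0 (9 uM final) over 60 min at 37 °C after a 10 min compound preincubation.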
# TSHR antag = human thyrotropin receptor antagonism; 330,000 compounds, 0.2% hits; TSHR-expressing cells, TSH-stimulated cAMP HTRF, 2 h; stronger effect = lower value; P16473; activity change, negative = inhibition, % at 11.5 µM;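 active = activity change below a set negative limit, meaning inhibition stronger than a set level, cut at about -70% in these data; inconclusive = activity change between two set negative limits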; also: % is scaled to controls: 0 for no effect and ±100 for the full control effect
#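 Antagonism was scored as loss of TSH-driven cAMP in TSHR cells, stimulated with 4nM TSH (EC80) for 2 hours at 37 deg C and detected by homogeneous HTRF competition immunoassay.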
# Chronic BCR inh = inhibitors of chronic active B-cell receptor signaling; Potency, µM (series often up to 46.1 µM), inactives show at the highest dose ratio change, negative = lower green/red ratio, hits mostly inhibitors; 340,000 compounds, 0.05% hits; ABC-DLBCL IkBa-CBG/CBR reporter, luminescence ratio, 4 h; active = well fitted inhibition curve with a large enough effect in the signal ratio, with a control signal flat, not every such curve was filed as active; inconclusive = small, poorly fitted or top-dose-only effect, or effect the other way, or a change in a side signal; the % refers to the signal ratio;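 also: potency is read from the fitted curve at half-maximal effect; plate controls were basal doxycycline-induced cells for no effect and cells given 10 µM MG132 for full effect; MG132 reads +100%, hits lower the ratio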
#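 Doxycycline induced both beetle luciferases in TMD8 lymphoma cells; IKK-driven degradation limits the IkappaBalpha-fused green signal, while red luminescence normalises for cell number and nonspecific effects. Compounds tested up to 46 uM, 4 hrs.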
# AT treatment = potential ataxia-telangiectasia treatments restoring KAP-1 phosphorylation | 320,000 compounds, 0.19% hits | […] A-T fibroblasts, KAP-1 phosphorylation AlphaLISA; neocarzinostatin DNA damage 30 min before lysis | AID 485349 | Potency, µM (series often up to 57.5 µM), inactives show at the highest dose activation, actives largely listed as activators; also: potency is read from the fitted curve at half-maximal effect; % of control where 0% means no effect; nearly all actives have a fitted effect of over 45% in size
#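 ATM-like activity read as KAP-1 phosphorylation via AlphaLISA donor/acceptor antibody pairs after lysis and 6 hr at 25C. Cells were ATM-null patient fibroblasts ([…], hTERT), dosed 60 min, then exposed to the DSB inducer NCS for 30 min.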
# * hit, by the source's call; ? = inconclusive; · = not tested or not shown; [ ] = another dose, or the depositor's remark. Unless noted, calls follow the shape of the dose curve; as a rule, active = well fitted curve in the direction sought with a large enough effect; inconclusive = small, poorly fitted or top-dose-only effect, or another doubt; inactive = no such curve, though single readings can be large; an effect the other way counts as inactive or inconclusive.
SMILES,Tb PFK block,Eya2 phos inh,Mito fusion act,PTAP TSG101 blk,a7 integrin act,TCR act,ELG1 repair inh,S-ASM inh,TSHR antag,Chronic BCR inh,AT treatment
O=C(Nc1ccccc1C(=O)O)c1cncc(Br)c1,0%,6%,0%,-3%,-10%,-4%,16%,-1%,8,?,-4%
C/C(=N\NC(=O)c1nnn(-c2nonc2N)c1-c1ccccc1)c1cccnc1,2%,-3%,-21%,0%,-15%,-8%,-1%,-1%,8,-7%,2%
COc1ccc(S(=O)(=O)N2CCOCC2)cc1NC(=O)COC(=O)C1COc2ccccc2O1 (centres undefined),-3%,-1%,-2%,-1%,21%,-2%[46.1 µM],17%,-2%,-5,-1%,-3%
O=C(Nc1ccccc1NS(=O)(=O)c1ccc(F)cc1)C1CCC1,-4%,1%,-2%,-4%,18%,0%,-9%,16%,-5,-2%,2%
Oc1ccc(Nc2nc(Cl)nc(NCc3ccco3)n2)cc1,-4%,2%,3%,-8%,6%,1%[46.1 µM],7%,1%,7,?,0%
COC(=O)c1cn(-c2ccccc2)nc1-c1cccnc1,-3%,-9%,-1%,-5%,-7%,0%,-11%,3%,-9,3%,4%
O=S(=O)(c1ccccc1)c1cnc(-c2ccccc2)nc1N1CCCC1,8%,-10%,19%,-2%,-4%,1%,-17%,-1%,-1,9%,0%
Cc1cccc(N=C2NC(=O)C(CO)(CO)S2)c1,2%,7%,-2%,0%,9%,2%,7%,0%,3,0%,9%
COc1ccc(Cl)cc1S(=O)(=O)NC(C)C(=O)NCc1ccncc1 (centres undefined),-1%,-1%,-1%,-2%,-6%,7%,0%,2%,-9,-25%,2%
COC(=O)CSc1nc(COc2ccccc2)nc2ccccc12,-3%,-9%,-10%,-8%,-12%,-2%,9%,-3%,-4,?,-1%
O=C(O)CN1C(=O)/C(=C\c2cn(CC(=O)N3CCOCC3)c3ccccc23)SC1=S,2%,23%,-2%,?,0%,8%,10%,-5%,-9,3%,-2%
Nc1nc(C2C(=O)CCCC2=O)cs1,-1%,11%,2%,-7%,3%,-1%,-1%,5%,1,?,-1%
COc1ccccc1OCC#CCSc1ncccn1,-7%,-2%,4%,-3%,-7%,-9%,?,10%,15,?,7%
Cc1ccc(S(=O)(=O)/N=C(/Nc2cccc(C(=O)O)c2)c2ccccc2)cc1,-3%,-7%,-2%,-3%,-22%,2%,18%,0%,13,8%,3%
COc1ccc(N2CCN(C(=O)CSc3nc4[nH]ncc4c(=O)n3-c3cccc4ccccc34)CC2)cc1,7%,0%,-2%,-3%,-82%[inhibitor],5%,?,34%[activator],-12,3%,-1%
COC(=O)c1cccc(NC(=O)Nc2ccc(Cl)c(Cl)c2)c1,-22%,1%,-9%,·,-53%[inhibitor],·,?,?,-36,?,3%
COc1ccc(C(O)(CCC(C)C)C(CN2CCOCC2)c2ccccc2)cc1 (centres undefined),-2%,1%,10%,-2%,10%,7%,?,-1%,1,0%,-14%
CC(C)C(=O)N1CCN(c2ccccc2NC(=S)NC(=O)/C=C/c2ccco2)CC1,1%,-1%,·,0%,4%,-1%,?,-3%,-22,0%,-3%
Cc1c(Cl)cccc1NC(=S)NCC1COc2ccccc2O1 (centres undefined),0%,-12%,-4%,-3%,-4%,-1%,-5%,-7%,-1,?,8%
COc1ccccc1OCC(O)Cn1nc(C)cc1C (centres undefined),-11%,-17%,12%,-5%,?,-20%,?,1%,36,0%,7%
Cc1ccc(S(=O)(=O)N2CCOCC2)cc1C(=O)N1CCN(Cc2ccccc2)CC1,-1%,1%,8%,-1%,8%,5%,-4%,2%,-7,-2%,5%
COc1ccc(-c2cc(CNS(=O)(=O)c3ccc(NC(C)=O)cc3)on2)cc1,-1%,5%,1%,0%,10%,·,-7%,2%,27,-11%,-9%
Cc1cc(C(=O)CC#N)c(C)n1-c1c(C)n(C)n(-c2ccccc2)c1=O,1%,-4%,5%,-3%,3%,-1%,-5%,3%,7,4%,-1%
Cc1ccc(C(=O)NN2C(=O)/C(=C/c3cn(C)c4ccccc34)SC2=S)cc1,-1%,5%,1%,?,2%,15%[46.1 µM],1%,-26%,29,1%,2%
COc1ccc(N2CCN(C(=O)NC(=O)c3ccccc3)CC2)cc1,1%,6%,-1%,-2%,8%,-1%,-4%,0%,-5,3%,-3%
COc1ccccc1NC(=S)NC(NC(=O)CC(C)C)C(Cl)(Cl)Cl (centres undefined),-2%,-3%,-6%,0%,0%,-7%,2%,-1%,-7,-3%,4%
Cc1ccc(-n2ncc3c2CC(C)(C)CC3NC(=O)c2ccncc2)cc1 (centres undefined),-12%,-16%,1%,-6%,18%,4%,4%,-1%,-11,1%,2%
Cc1cc(C(=O)N/N=C/c2cc(Br)ccc2OC(=O)c2ccccc2Cl)n[nH]1,5%,-15%,7%,3%,-46%[inhibitor],-1%,?,1%,1,2%,3%
CC1(C)CCCC2=C1CC1C(=O)N(c3ccccc3)C(=O)C1C2 (centres undefined),-1%,-9%,5%,-9%,15%,-6%,-13%,5%,?,7%,-9%
O=C(Nc1ccc2ccccc2c1)c1cc(F)c(F)cc1Cl,-2%,-6%,0%,0%,-9%,4%,?,-2%,-3,0%,-6%
COc1ccc2cnn(CCOc3cc(C)ccc3C(C)C)c(=O)c2c1OC,0%,6%,28%,0%,-5%,-1%,?,-13%,-11,-6%,14%
Cc1ccc(NC(=O)c2ccc(CN3CCc4ccccc4C3)cc2)cc1,4%,-20%,-3%,-2%,8%,1%,15%,2%,-19,-1%,1%
Cc1ccc(OCC(=O)N(C)CC(=O)Nc2ccc(Cl)c(C(F)(F)F)c2)c([N+](=O)[O-])n1,0%,-5%,-6%,-11%,7%,-3%,-26%,-16%,-7,1%,9%
O=[N+]([O-])c1cccc2ccc(/C=C/c3ccc(Cl)cc3)nc12,9%,-5%,9%,-2%,-23%,0%[46.1 µM],?,-3%,1,?,9%
COc1cc2[nH]c3c(=O)n(N)c(=O)[nH]c3c2cc1OC,-2%,-4%,-36%[inhibitor],-1%,1%,0%,22%,46%[activator],-1,6%,9%
CCC(C)n1c(-c2cccs2)nc2nc3ccccc3nc21 (centres undefined),0%,-10%,?,-5%,23%,-1%,?,·,-7,-11%,2%
COc1ccc(S(=O)(=O)Nc2ccc(NC(C)=O)cc2)cc1,0%,10%,-1%,-8%,-10%,6%,-6%,1%,9,?,0%
N#Cc1cccc(NC(=O)COC(=O)c2ccccc2C(=O)c2ccc(Cl)c([N+](=O)[O-])c2)c1,1%,-4%,6%,-2%,-68%[inhibitor],2%[46.1 µM],?,-8%,-36,?,-1%
CCN(CC)CCOC(=O)c1ccc(NC(=O)C(C)NC(=O)C23CC4CC(CC(C4)C2)C3)cc1 (centres undefined),-1%,-6%,-5%,1%,20%,-8%[46.1 µM],-2%,9%,-9,7%,-3%
CC(C)N1CCCC(CNC(=O)CCc2nnc(CCCCc3ccccc3)o2)C1 (centres undefined),2%,-2%,1%,-3%,-20%,-2%,6%,0%,-10,-12%,-1%
O=C(NCc1cccnc1)NC1CC(=O)N(c2ccc3c(c2)OCCO3)C1 (centres undefined),1%,1%,5%,-4%,25%,3%,-11%,1%,4,0%,1%

# Structural class: the entries above containing a cyano group.
SMILES,Tb PFK block,Eya2 phos inh,Mito fusion act,PTAP TSG101 blk,a7 integrin act,TCR act,ELG1 repair inh,S-ASM inh,TSHR antag,Chronic BCR inh,AT treatment
Cc1cc(C(=O)CC#N)c(C)n1-c1c(C)n(C)n(-c2ccccc2)c1=O,1%,-4%,5%,-3%,3%,-1%,-5%,3%,7,4%,-1%
N#Cc1cccc(NC(=O)COC(=O)c2ccccc2C(=O)c2ccc(Cl)c([N+](=O)[O-])c2)c1,1%,-4%,6%,-2%,-68%[inhibitor],2%[46.1 µM],?,-8%,-36,?,-1%
